Assay outcomes: PubChem BioAssay, Broad Institute
INS-1E GSIS act = GLuc luminescence reporter in INS-1E cells, primary screen for activators of glucose-dependent secretion of insulin | INS-1E GLuc reporter insulin secretion, 2-3 h | activation, % at 16.6 µM | 0.61% of 370,000 active | AID 743287;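 active means lowest replicate activation of at least 40%, so every replicate reaches that level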;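 further: 0% = median of neutral control wells and 100% = median of IBMX positive control wells; some compounds called inactive have numbers as strong as hits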
RAD52 inh = inhibitors of human RAD52 DNA annealing; P43351; recombinant RAD52 DNA annealing, FRET fluorescence; inhibition, % at 18.7 µM; 0.46% of 360,000 active;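 active means every replicate showing at least 50% inhibition; inconclusive means mean inhibition at least 50% but not in every replicate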
Target sequence (P43351 whole entry, looked up): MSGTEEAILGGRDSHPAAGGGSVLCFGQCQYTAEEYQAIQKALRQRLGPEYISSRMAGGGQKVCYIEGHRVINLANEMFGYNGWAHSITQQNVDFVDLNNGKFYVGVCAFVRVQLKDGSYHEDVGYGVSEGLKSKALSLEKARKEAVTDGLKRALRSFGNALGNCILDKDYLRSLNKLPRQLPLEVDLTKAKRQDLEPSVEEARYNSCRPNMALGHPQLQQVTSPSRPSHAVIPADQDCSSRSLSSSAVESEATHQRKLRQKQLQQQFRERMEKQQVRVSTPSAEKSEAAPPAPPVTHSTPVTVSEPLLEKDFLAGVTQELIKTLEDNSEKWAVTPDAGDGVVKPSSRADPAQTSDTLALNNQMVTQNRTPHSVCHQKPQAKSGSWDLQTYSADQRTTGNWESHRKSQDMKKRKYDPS
DENV2 CPE rescue = protects cells from dengue virus 2 cytopathic effect; DENV2-infected cells, cytopathic effect rescue, plate reader; CPE inhibition, % at 9.99 µM; 1.7% of 350,000 active; AID 651640; in the data active means CPE inhibition above about 20%, passing the limit was not always enough; inconclusive means no clear call, values can overlap the other calls; tested in BHK-21 cells;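 further: 0% = median of neutral control wells and 100% = median of positive control wells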
RAD54 inh = blocks human RAD54 Holliday junction branch migration. FAM/BHQ fluorescence. Q92698. AID 602329. 0.14% of 360,000 active. inhibition, % at 10.4 µM;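 active means mean normalized replicate activity at least 40 and at least half of replicates scoring 40 or more; inconclusive means only one of the two criteria met; inactive means mean below 40 and under half of replicates reaching 40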;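 further: 0% = median of neutral control wells and 100% = median of positive control wells; inhibitors cause a drop in the FAM fluorescence signal; in these data hits start at about 50%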
CFTR F508del cor = CFTR F508del correction in bronchial cells; CFBE cells, YFP halide quenching; stimulated with forskolin plus potentiator P3; % fluorescence drop versus neutral controls; activity (quench increase), % at 7.58 µM; 0.36% of 350,000 active;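 active means mean added fluorescence quench of at least 8% versus neutral control, with both replicates also reaching 8%; inconclusive means only one of the mean or replicate conditions met; inactive means mean below 8% and not both replicates reaching 8%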;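 further: cells transiently co-express mutant CFTR-F508del with the halide-sensitive YFP; corrector assay measuring rescue of mutant channel to the surface after 24 h compound exposure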
XiGFP reactiv = activators of X-chromosome reactivation in mouse fibroblasts; activation, % at 7.58 µM; 0.055% of 360,000 active; XiGFP mouse fibroblasts, % GFP-positive cells imaging, 3 d; cells co-treated with 5-aza-dC sensitizer; scaled so ellipticine positive control = 100%;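 active means mean normalized replicate activation at least 10% and every replicate at or above 10%; inconclusive means only one of the two criteria met; inactive means mean below 10% and not all replicates reach 10%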;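 further: 0% = median of on-plate neutral control wells and 100% = ellipticine 6 µM median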
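Assay system – SV40-immortalized XiGFP fibroblast cells, line 68-5-11 · Buffer or medium – DMEM supplemented with 5-aza-dC as sensitizing agent · Dosing – one concentration, pinned · Benchmarks – positive control ellipticine, 6 µM final · Times – 3 days compound exposure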
E-sel inducer = E-selectin induction on HUVECs; P16581; HUVEC E-selectin immunofluorescence imaging; normalized: neutral wells 0, TNF-alpha wells 100; activation, % at 7.58 µM; 0.37% of 260,000 active;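 active means mean E-selectin-positive cell signal at least 10% of the positive control, reached in at least 60% of replicates, without over 20% cell loss; inconclusive means no rule given, readout overlaps actives, possibly toxicity-flagged; inactive means the rest, including those meeting only one limit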;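 further: in these data hits start at about 27%; measured in HUVEC primary endothelial cells; signal is the percent of cells scored E-selectin positive by PE staining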
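Assay system: HUVEC primary endothelial cells. Input: 3,000 HUVEC seeded per well. Doses: one compound dose added by pin transfer. Read-out basis: % PE-positive cells. Benchmarks: TNF-alpha high, DMSO low. Detection: immunofluorescence imaging. Buffer or medium: EGM-2, gelatin.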
Casp6 inh = inhibitors of human caspase-6; inhibition, % at 12.5 µM; AID 686996; 0.53% of 350,000 active; purified caspase-6, Z-VEID-R110 cleavage fluorescence;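 active means mean inhibition across replicates at least about 35%, with every replicate also reaching that limit, limit read from the data; inconclusive means only one of the two criteria met; inactive means neither criterion met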;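 further: 0% = median of neutral control wells and 100% = no fluorescence left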
Target sequence (P55212 24-179 limits assumed): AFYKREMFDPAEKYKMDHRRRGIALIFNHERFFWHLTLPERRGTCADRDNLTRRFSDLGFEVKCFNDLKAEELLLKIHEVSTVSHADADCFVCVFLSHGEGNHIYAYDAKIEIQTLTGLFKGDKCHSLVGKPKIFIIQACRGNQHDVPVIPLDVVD
Target sequence (P55212 194-293 limits assumed): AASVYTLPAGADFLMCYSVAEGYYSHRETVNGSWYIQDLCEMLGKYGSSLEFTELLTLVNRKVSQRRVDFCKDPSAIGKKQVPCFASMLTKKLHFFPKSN
The depositor's hits bear a star; i = inactive; ? = inconclusive; . = no result given; & = joins results of further samples.

SMILES | INS-1E GSIS act | RAD52 inh | DENV2 CPE rescue | RAD54 inh | CFTR F508del cor | XiGFP reactiv | E-sel inducer | Casp6 inh
CC(=O)N1CCN(c2ccc(NC(=O)/C=C/c3ccccc3)cc2)CC1 | -0.8 | -21.8 | -2.4 | 3.1 | 0.8 | 0.3 | . | 0.9
COc1cccc(CNc2nc(NC(C)C)nc3ccsc23)c1OC | -37.8 | -8.0 | -5.3 | 7.7 | -6.4 | 0.0 | 0.0 | 1.4
CCN(CC)CCn1c(N)c(S(=O)(=O)c2ccccc2)c2nc3ccccc3nc21 | -3.6 | 1.9 | 12.6 | -1.1 | -0.9 | 0.0 | 0.1 | 1.0
COc1ccc(CC(=O)N/N=C/C=C/c2ccc3c(c2)OCO3)cc1OC | -10.7 | -13.5 | 7.0 | 8.2 | -0.5 | 0.0 | -0.1 | -2.6
OC(CNCCc1ccc(Cl)cc1)COc1ccc2ccccc2c1 (stereo not drawn) | -10.4 | 53.3* | . | -5.4 | 0.7 | 0.0 | -0.2 | -4.3
CC(C)NC(=O)Nc1ccc2c(c1)C(=O)N([C@@H](C)CO)C[C@@H](C)[C@@H](CN(C)C(=O)C1CCCCC1)OCCCC[C@H](C)O2 | 6.3 | 14.3 | 5.8 | -11.8 | -0.8 | 0.1 | 0.2 | 1.0
C[C@H]1CN([C@@H](C)CO)C(=O)c2cc(N(C)C)ccc2O[C@@H]1CN(C)CC1CCCCC1 | 3.5 | -6.0 | 2.3 | -2.6 | 3.7 | 0.2 | -0.1 | 1.1
CO[C@H]1CN(C)C(=O)c2ccc(NC(=O)C3CC3)cc2OC[C@H](C)N(Cc2ccc(F)cc2)C[C@@H]1C | -18.0 | 13.3 | 2.1 | . | 0.4 | -0.7 | -0.1 | 2.6
COc1ccc(C(=O)N/C(=C\c2ccccc2)C(=O)Nc2cccc(C(=O)O)c2)cc1 | 7.2 | -4.8 | 4.9 | -1.8 | 1.5 | 0.1 | . | 1.8
CCCCOc1ccc(C2C(C(=O)c3cccs3)=C(O)C(=O)N2CCN2CCOCC2)cc1 (stereo not drawn) | -16.8 | -7.3 | -4.7 | -3.9 | -8.0 | 0.0 | . | 3.2
C[C@H]1CN([C@@H](C)CO)C(=O)c2cc(C#Cc3cccc(F)c3)cnc2O[C@H]1CN(C)CC1CCOCC1 | -0.8 | 16.2 | -2.0 | 8.7 | 0.5 | -1.0 | 0.2 | 2.1
COc1ccc(CC(N)c2csc(NC(=O)Cc3ccccc3)n2)cc1 (stereo not drawn) | -7.8 | -74.3 | -3.5 | -2.7 | -0.6 | 0.0 | 0.0 | -8.1
Cc1ccc(/C=N/NC(=O)c2c(C)nc3ccc(Cl)cn23)cc1 | 5.9 | 11.4 | 1.8 | . | -3.2 | 0.0 | 0.7 | -2.8
CC(C)[C@H]1COCCS(=O)(=O)N1Cc1ccc(Cl)cc1 | -41.7 | 4.6 | -0.5 | -3.2 | 3.0 | 0.0 | . | 11.7
CCC(=O)Nc1ccc2c(c1)C(=O)N(C)[C@@H]1CC[C@@H](CC(=O)O)O[C@@H]1CO2 | 7.4 | -14.3 | -1.1 | 1.9 | -2.4 | 0.2 | 0.0 | 2.8

Entries of single compounds, quoted from the list. Values in the order: INS-1E GSIS act | RAD52 inh | DENV2 CPE rescue | RAD54 inh | CFTR F508del cor | XiGFP reactiv | E-sel inducer | Casp6 inh
`COc1ccc(CC(N)c2csc(NC(=O)Cc3ccccc3)n2)cc1` (stereo not drawn) reads -7.8 | -74.3 | -3.5 | -2.7 | -0.6 | 0.0 | 0.0 | -8.1
`CC(C)NC(=O)Nc1ccc2c(c1)C(=O)N([C@@H](C)CO)C[C@@H](C)[C@@H](CN(C)C(=O)C1CCCCC1)OCCCC[C@H](C)O2` reads 6.3 | 14.3 | 5.8 | -11.8 | -0.8 | 0.1 | 0.2 | 1.0

(more compounds)
SMILES | INS-1E GSIS act | RAD52 inh | DENV2 CPE rescue | RAD54 inh | CFTR F508del cor | XiGFP reactiv | E-sel inducer | Casp6 inh
CC(C)Nc1ncnc2c1ncn2[C@H]1CN(Cc2ccncc2)C[C@@H](CO)O1 | 3.9 | -28.4 | -9.3 | 14.5 | 4.0 | 0.0 | . | -0.3
O=C(C1CCC(N2C(=O)C3CC=CCC3C2=O)CC1)N1CCCCC1 (stereo not drawn) | 0.7 | 9.1 | -3.7 | -0.8 | 1.2 | . | . | 2.0
Cc1noc(C)c1S(=O)(=O)N(C)C[C@@H]1Oc2ccc(NC(=O)Nc3cccc4ccccc34)cc2CC(=O)N([C@H](C)CO)C[C@@H]1C | 0.2 | -6.8 | 17.6 | -5.4 | 1.0 | 0.1 | 0.2 | -0.5
Cc1cc(F)ccc1C(O)c1ncc(-c2cccc(OCc3ccccc3)c2)[nH]1 (stereo not drawn) | -6.8 | -19.4 | 2.3 | -8.7 | 1.5 | 0.0 | 0.1 | 7.5
COc1ccc(CCNC(=O)C(=O)NCC2CCNCC2)cc1OC | 11.6 | -5.4 | -2.2 | -11.9 | -0.9 | 0.1 | . | -19.2
Cc1ccc(CN2CCS(=O)(=O)CC2)o1 | 2.7 | -17.4 | -3.5 | . | 0.1 | 0.2 | -1.0 | .
CCO/N=C/C1=C(O)C(C(=O)OC)C(C)(C)CC1=O (stereo not drawn) | 3.6 | -19.8 | -1.0 | . | -2.6 | 0.0 | . | -3.5
C[C@@H](O)C#Cc1cnc2c(c1)C(=O)N([C@@H](C)CO)C[C@H](C)[C@H](CN(C)C(=O)c1ccc(F)cc1)O2 | 17.3 | 7.1 | -5.8 | 5.2 | -0.7 | -0.3 | 25.5 | -1.8
C[C@H](CO)N1C[C@H](C)[C@@H](CN(C)C(=O)Nc2ccc(F)cc2)Oc2ccc(NS(=O)(=O)c3cn(C)cn3)cc2C1=O | 1.8 | . | . | . | 0.4 | 0.0 | -3.6 | .
Cc1cccc(CN2CCN(Cc3nc4c(s3)CCCC4)CC2CCO)n1 (stereo not drawn) | -6.2 | -29.6 | -1.4 | . | 1.4 | 0.0 | 1.3 | -3.6
CC(Oc1ccc2c(-c3ccccc3)cc(=O)oc2c1)C(=O)N1CCOCC1 (stereo not drawn) | 32.9 | -0.9 | -1.3 | 3.5 | -2.6 | 0.3 | -0.1 | -0.7
O=S(=O)(c1ccc(Br)cc1)N1CCN(Cc2ccco2)CC1 | 30.0 | -12.6 | 0.4 | 8.2 | 1.5 | 0.1 | . | -0.5
O=C(O)C1CCN(c2ccccc2[N+](=O)[O-])CC1 | 10.9 | -10.5 | 3.4 | -0.2 | 1.4 | 0.0 | 4.5 | -13.3
COc1cccc(CNC(=O)COc2ccc(C(=O)c3ccccc3)cc2)c1 | -8.1 | -14.0 | -2.6 | 1.7 | 1.0 | 0.5 | 0.0 | -4.0
COc1ccc(CCC(C)NC(=O)Cc2ccc(OC)c(OC)c2)c(OC)c1 (stereo not drawn) | -2.5 | 1.5 | -5.9 | -2.5 | -2.2 | 0.3 | . | 2.7
NC(=O)CC(NC(=O)c1ccc(Br)cc1)c1ccc(N2CCC(Cc3ccccc3)CC2)c([N+](=O)[O-])c1 (stereo not drawn) | . | -8.0 | -3.0 | -1.8 | -1.9 | 0.0 | 0.0 | -4.2
CC(=O)N1CCc2cc(S(=O)(=O)NC(Cc3ccccc3)C(=O)Nc3cc(C)ccn3)ccc21 (stereo not drawn) | 23.7 | -30.1 | ? | -3.9 | -2.3 | . | . | 1.6
CCn1cc(C(=O)O)c(=O)c2cc(F)c(N3CCN(C(=S)NC(=O)c4ccc(Br)cc4)CC3)cc21 | 13.5 | -20.4 | -4.8 | 13.7 | 2.1 | 0.0 | -1.2 | .
COc1ccc2c3c([nH]c2c1)[C@@H](CO)N(C(=O)NC(C)C)CC31CN(C(=O)c2cccnc2)C1 | 16.9 | -14.8 | -4.2 | . | -2.9 | 0.2 | 1.1 | 0.0
CC(OC(=O)CCN=C1NS(=O)(=O)c2ccccc21)C(=O)Nc1ccc(S(N)(=O)=O)cc1 (stereo not drawn) | 6.3 | -13.3 | 1.8 | -0.8 | -0.5 | 0.0 | -0.6 | 1.4
CCNC(=O)C(=O)Nc1ccc2c(c1)N(S(=O)(=O)c1cccs1)CCC2 | -3.6 | -18.6 | 3.9 | -2.4 | 0.0 | 0.3 | 0.0 | 0.7
CCCc1ccc2oc(C(=O)N3CCNC(=O)C3CC(=O)OC)c(C)c2c1 (stereo not drawn) | 25.1 | -3.0 | 3.6 | 3.6 | 1.6 | 0.0 | -0.4 | 0.7
COc1cc2ccnc(C=NO)c2cc1OC | . | 15.7 | -3.3 | 10.9 | 3.7 | 0.1 | 0.6 | -2.2
O=C(CC1OC(=O)c2ccccc21)Nc1cc(Cl)ccc1N1CCCC1 (stereo not drawn) | 2.1 | -1.7 | 0.6 | 4.2 | 1.6 | 0.1 | 14.7 | -5.0
COc1ccc(-c2ccc(CN3C(C)C(=O)N(Cc4cn(CC5CCCCC5)nn4)CCS3(=O)=O)cc2)cc1 (stereo not drawn) | -18.0 | 7.0 | 1.1 | 1.9 | 0.8 | 0.0 | -7.0 | 0.8
CCCCc1ccc(N=N/C(C(=O)Nc2ccccc2OC)=C(/C)O)cc1 | . | -0.7 | 4.8 | -15.5 | . | 0.0 | . | 0.9
O=C(NC1CCCc2ccccc21)C1CCN(S(=O)(=O)c2ccccc2F)CC1 (stereo not drawn) | -17.6 | -10.0 | 7.8 | -4.9 | . | 0.6 | 1.5 | 2.3
COCCn1c(N)c(NCc2ccccc2)c(=O)[nH]c1=O | 1.2 | i | 1.6 | 1.1 | -3.5 | -0.1 | 0.4 | -2.9
C=CCSc1ccccc1C(=O)Nc1ncn[nH]1 | -3.4 | -7.9 | 9.5 | -10.3 | -1.0 | -0.1 | 0.3 | -2.4
O=C(Nc1ccccc1F)N1CC(=O)N2[C@H](C1)[C@@H](c1ccc(C#Cc3ccccc3)cc1)[C@@H]2CO | -11.7 | 7.2 | ? | . | -0.1 | 0.0 | -0.5 | -1.2
FC(c1nc2ccccc2[nH]1)C(F)(F)F (stereo not drawn) | -11.9 | -17.5 | 1.3 | -3.6 | 1.4 | -0.1 | -2.0 | 2.5
O=C(O)c1ccccc1Sc1c([N+](=O)[O-])cc(C(F)(F)F)cc1[N+](=O)[O-] | -8.9 | -9.1 | -5.7 | . | -1.2 | 0.0 | . | 5.7
CNCCCC12CCC(c3ccccc31)c1ccccc12 | -2.4&-12.5 | 2.9&-2.5&14.6 | -0.4&8.9&9.5 | 10.1&4.3&6.3 | -0.1&1.1&-1.7 | -0.1&0.1&0.1 | -0.2&0.4&1.5 | -0.6&-6.2&-5.9
O=C1NC[C@H](Cc2ccccc2)N(C[C@@H]2CCCN2C[C@H](Cc2ccccc2)N2C[C@H](Cc3ccc(O)cc3)N(CCc3ccccc3)C(=O)C2=O)C1=O | 5.0 | -11.1 | -5.5 | . | 1.2 | 0.0 | 0.3 | 2.3
C[C@@H]1CN([C@@H](C)CO)C(=O)c2cc(C#CC3CC3)cnc2O[C@H]1CN(C)Cc1ccccn1 | 10.8 | -4.4 | -7.4 | 5.1 | -0.4 | -0.8 | -0.2 | 0.2
CC(C)[C@H](C)NC(=O)N(C)C[C@@H]1OCc2ccccc2-c2c(n(C)c3ccccc23)C(=O)N([C@H](C)CO)C[C@H]1C | -25.8 | 8.3 | . | 2.7 | -2.6 | 0.1 | -0.2 | -4.3
